# CHRM5 agonist: CHRM5 agonism in calcium assay; P08912; CHO-K1 hM5 cells, Fluo-8 calcium fluorescence; 0% DMSO wells, 100% maximal acetylcholine response; activation, % at 3 µM; 360,000 tested, 0.19% active;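 active = activation above the run's mean over test compounds plus 3 SD, cut at about 23% in these data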;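 also: signal is peak over basal fluorescence ratio across the kinetic read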
# Target sequence (P08912 whole entry, looked up): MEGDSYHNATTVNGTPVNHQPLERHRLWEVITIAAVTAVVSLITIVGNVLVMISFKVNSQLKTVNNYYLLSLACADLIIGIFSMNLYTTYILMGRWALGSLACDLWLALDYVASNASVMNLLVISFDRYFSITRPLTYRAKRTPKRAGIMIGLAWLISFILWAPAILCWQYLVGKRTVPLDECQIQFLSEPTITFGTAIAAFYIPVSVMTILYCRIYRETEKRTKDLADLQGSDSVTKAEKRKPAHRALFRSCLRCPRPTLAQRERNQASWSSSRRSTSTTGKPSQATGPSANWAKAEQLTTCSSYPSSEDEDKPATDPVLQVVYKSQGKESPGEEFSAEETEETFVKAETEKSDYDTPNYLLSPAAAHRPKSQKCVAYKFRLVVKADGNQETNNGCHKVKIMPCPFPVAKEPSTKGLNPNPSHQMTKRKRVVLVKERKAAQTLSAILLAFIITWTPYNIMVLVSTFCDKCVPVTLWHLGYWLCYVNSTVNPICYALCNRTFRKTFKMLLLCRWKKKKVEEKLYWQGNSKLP
# TAAR1 ag: human TAAR1 agonism; Q96RJ0; CHO RD-HGA16 TAAR1, Fluo-8 calcium fluorescence; vehicle wells 0%, saturating PEA agonist 100%; activation, % at 3 µM; 360,000 tested, 0.99% active; AID 624467;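 active = activation above the mean activation of all test compounds in the run plus 3 SD, cut at about 38% in these data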
#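 System: CHO RD-HGA16 cells carrying human TAAR1 plus Gα16; Incubation: 17-24 h seeding, 75 min 37 °C dye, 30 min RT; Measured by: Fluo-8 fluorescence, 5 s baseline then 140 s kinetic read; Control set: DMSO and PEA EC100; Replication: single well for each compound.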
# CRFBP-R2 block: antagonists of CRF-binding protein/CRF-R2 receptor complex. HEK293 CRF-R2/CRF-BP, CRF-induced calcium fluorescence. 350,000 tested, 0.59% active. inhibition, % at 11.8 µM;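 active = inhibition of the ligand-induced calcium signal above about 50% at the single tested concentration, limit read from the data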
# M5 antag: antagonists of human muscarinic M5 receptor (CHRM5); P08912; 360,000 tested, 0.59% active; inhibition, % at 3 µM; CHO-hM5 cells, Fluo-8 calcium fluorescence, ACh EC80;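 active = inhibition above a per-plate cutoff, the mean of that plate's test compounds plus 3 SD, cut at about 27% in these data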;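 also: 0% = acetylcholine EC80 with DMSO and 100% = DMSO without agonist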
# M4 PAM: positive allosteric modulators of human muscarinic M4 receptor; AID 624126; CHO-K1 hM4/Gqi5, Fluo-8 calcium fluorescence, ACh EC20; 0% = ACh EC20, 100% = maximal ACh; 360,000 tested, 0.4% active; activation, % at 3 µM;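 active = activation above its plate's cutoff, the mean activation of sample wells plus 3 SD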; also: some results filed as inactive read as strong as hits
# Target sequence (P08173 whole entry, looked up): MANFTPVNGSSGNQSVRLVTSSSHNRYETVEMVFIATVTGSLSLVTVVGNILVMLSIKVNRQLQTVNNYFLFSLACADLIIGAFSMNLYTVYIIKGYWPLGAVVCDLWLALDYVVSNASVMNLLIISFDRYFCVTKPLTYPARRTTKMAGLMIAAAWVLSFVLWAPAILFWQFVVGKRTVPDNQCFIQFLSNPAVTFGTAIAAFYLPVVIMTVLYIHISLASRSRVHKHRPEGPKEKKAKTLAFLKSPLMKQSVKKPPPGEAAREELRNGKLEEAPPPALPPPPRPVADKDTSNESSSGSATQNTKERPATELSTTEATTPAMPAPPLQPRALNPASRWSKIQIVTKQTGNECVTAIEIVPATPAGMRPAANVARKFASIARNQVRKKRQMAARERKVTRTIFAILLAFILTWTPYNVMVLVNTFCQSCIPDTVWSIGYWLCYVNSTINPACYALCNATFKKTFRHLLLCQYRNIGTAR
# CRFR2-BP ag: agonists of human CRF-binding protein/CRF-R2 receptor complex; AID 588473; HEK293 CRF-R2/CRF-BP, calcium dye fluorescence (FLIPR); percent of saturating CRF peptide response; 350,000 tested, 0.46% active; activation, % at 13.2 µM;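 active = activation of at least 50%, plus an integration ratio under a set limit after plate pattern correction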;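 also: plate controls were neutral control wells without compound for no effect and CRF at EC100 for full effect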
# M1 PAM parental: nonselective activator or artifact in parental CHO-K1 calcium assay; ATP EC20, Fluo-8 calcium fluorescence; 0% at ATP EC20, 100% at ATP max; activation, % at 3 µM; 360,000 tested, 0.02% active;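 active = activation above the run cutoff, the mean activation of all test compounds plus 3 SD, cut at about 40% in these data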;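 also: peak over basal fluorescence ratio in a 140 s read after ATP addition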
# M5 PAM: positive allosteric modulators of human muscarinic M5 receptor | P08912 | CHO-K1 hM5, Fluo-8 calcium, ACh EC20 PAM; 0% = ACh EC20, 100% = ACh EC100 | activation, % at 3 µM | 360,000 tested, 0.3% active;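 active = activation above the run cutoff, the mean activation of all test compounds plus 3 SD, cut at about 18% in these data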
#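 Measured by: Fluo-8 calcium fluorescence; material: human M5 receptor in CHO-K1 cells; schedule: Post-acetylcholine fluorescence recording 140 s; benchmarks: low control EC20 acetylcholine (0%), high control EC100 acetylcholine (100%); read-out: Max/basal fluorescence ratio as % of EC20–EC100 ACh window; compound: single dose, 3 µM nominal final test concentration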
# TAAR1 antagonist: human TAAR1 antagonism; AID 624466; 360,000 tested, 1.5% active; Q96RJ0; CHO RD-HGA16 TAAR1, Fluo-8 calcium fluorescence, antagonist; inhibition, % at 3 µM;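 active = inhibition above a per-plate cutoff, the mean inhibition of test compounds on that plate plus 3 SD, cut at about 49% in these data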;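 also: 0% = DMSO plus EC80 beta-PEA response and 100% = DMSO alone without agonist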
#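 Assay system: RD-HGA16 CHO cells with stable hTAAR1 and Gα16 / Reagent: EC80 β-phenethylamine stimulus / Doses: 3 µM, single point / Timing: dye loading 75 min at 37 °C, then 30 min room temperature / Measured by: Fluo-8 intracellular calcium dye fluorescence, real-time kinetic reads / Controls: vehicle wells and EC80 agonist wells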
# The depositor's hits bear a star; x = not tested or not shown.
SMILES,CHRM5 agonist,TAAR1 ag,CRFBP-R2 block,M5 antag,M4 PAM,CRFR2-BP ag,M1 PAM parental,M5 PAM,TAAR1 antagonist
O=C(NNC(=O)c1cccnc1)Nc1ccc(Cl)c(Cl)c1,-2,14,7,-10,5,-0.3,13,3,8
C=CCN1c2ccccc2[C@]23C[C@@H](C(=O)OC)N(C(=O)NC4CCCC4)C2=NC(C(=O)OC)=C(C(=O)OC)[C@H]13,-2,2,6,4,4,1.1,6,7,3
Cc1cc2c3c(c1C)C1(C(=O)N3C(C)(C)CC2C)C(C#N)=C(N)Oc2n[nH]c(C)c21 (stereo unspecified),0,7,-3,2,25,-1.1,20,7,14
Cc1ccccc1C(=O)Nc1cccc(N)c1,-3,9,7,-1,-2,0.5,8,-18,1
CC(C)c1ccc(/C=N/NC(=O)C(=O)NCCCN2CCOCC2)cc1,-3,1,16,0,1,1.9,-15,0,-19
COc1ccc(/C(C)=N/OCC(=O)N=Nc2c(O)[nH]c3ccc(Br)cc23)cc1,0,1,-5,-2,-2,-0.7,-5,-2,-15
O=C(CSCc1c(Cl)cccc1Cl)Nc1ccc2c(c1)OCCO2,-3,7,-16,12,-7,4.7,-5,-9,27
CCn1cc(CN2CCC(n3nccc3NC(=O)c3ccccc3C)CC2)c(C)n1,-3,2,-6,9,-1,0.4,-11,0,-4
COc1cc(SC)ccc1C(=O)OCC(=O)NC1CCCC1,-1,2,1,-10,-2,-0.5,13,8,-11
COC(=O)c1ccc(NC(=O)CS(=O)(=O)Cc2ccccc2)cc1,4,6,19,-17,-1,-0.7,10,10,-1
COc1ccc2sc(-c3ccccc3OC)c(C#Cc3cncn3C)c2c1,-3,6,-17,-9,2,0.8,8,-5,-1
COc1cc(C)c(S(=O)(=O)N2CCOCC2)cc1C,0,12,-5,3,8,-0.4,12,-3,-20
Cc1occc1C(=O)N1CCCC(N2CCN(c3cccc(Cl)c3)CC2)C1 (stereo unspecified),-5,0,-13,14,-3,-0.2,-5,-5,-18
CS(=O)(=O)N(CC(=O)Nc1ccc(S(=O)(=O)N2CCOCC2)cc1)c1ccccc1Br,3,14,-5,1,7,-2.4,17,12,-2
O=C1NCCc2cc3c(cc21)OCO3,-2,0,-1,-3,1,-1.3,16,-2,-1
COC(=O)c1cccc(N2C(=O)C3C4C=CC(CC4)C3C2=O)c1 (stereo unspecified),-1,4,-1,10,3,-0.4,-2,0,-11
Cn1cc(S(=O)(=O)NC(c2ccccc2)c2ccccc2)c(=O)n(C)c1=O,-3,1,-10,6,-3,2.4,18,5,-30
Cc1ccc(NS(=O)(=O)c2ccc(C(=O)NCCCN3CCOCC3)cc2)cc1,0,7,0,0,-3,-0.4,6,-1,-17
CCN1CCc2c(C#N)c(N3CCOCC3)nc(NCc3ccccc3)c2C1,-12,10,-2,1,-4,0.3,17,-6,2
O=C(c1ccc2c(=O)n(C3CCCC3)c(=S)[nH]c2c1)N1CCCCCC1,2,2,-30,-2,-3,3.0,11,4,3

# Arranged by value in CRFBP-R2 block (rising): 3 of the compounds above.
SMILES | CRFBP-R2 block
Cn1cc(S(=O)(=O)NC(c2ccccc2)c2ccccc2)c(=O)n(C)c1=O | -10
CCn1cc(CN2CCC(n3nccc3NC(=O)c3ccccc3C)CC2)c(C)n1 | -6
CS(=O)(=O)N(CC(=O)Nc1ccc(S(=O)(=O)N2CCOCC2)cc1)c1ccccc1Br | -5

# Following part.
SMILES,CHRM5 agonist,TAAR1 ag,CRFBP-R2 block,M5 antag,M4 PAM,CRFR2-BP ag,M1 PAM parental,M5 PAM,TAAR1 antagonist
Cc1cc(NC(=O)CCC(=O)N(c2ccccc2)C(C(=O)NC2CCCC2)c2ccccc2C)no1 (stereo unspecified),-4,2,2,-5,-8,-0.7,6,9,-1
C=C(C)Cn1c(SCCCO)nc2c1c(=O)[nH]c(=O)n2C,-3,3,6,-1,0,0.9,1,1,-11
O=C(COC(=O)CSc1ccc(F)cc1)NCc1ccco1,4,9,5,-1,16,-0.4,-17,17,-11
CN(C)S(=O)(=O)c1ccc2nc(NC(=O)c3cccs3)sc2c1,7,19,-13,5,-13,-0.3,-4,-8,26
CCOC(=O)N1CCN(C(=O)CCn2c(=S)[nH]c3ccsc3c2=O)CC1,3,-1,0,15,-2,0.7,13,-1,-72
CCCC(=O)Nc1ccccc1NC(=O)c1ccc(OC)cc1,-1,-2,13,-2,6,-0.6,0,4,2
NC(CO)C(=O)NNCc1ccc(O)c(O)c1O (stereo unspecified),1,1,14,0,2,2.4,17,3,1
CCOC(=O)N1CCN(Cc2nc3c(c(=O)n(C)c(=O)n3C)n2CCC(C)C)CC1,0,0,129*,-2,7,-4.9,1,-1,-18
COc1ccc(CCNc2nc(-c3cccnc3)nc3ccccc23)cc1OC,0,15,11,39*,-19,-0.7,-6,-15,63*
COc1cccc(NC(=O)CCN2CCOCC2)c1,0,13,19,7,0,0.3,1,4,-8
CCCC(=O)n1nc(-c2ccc(Cl)cc2)nc1SC,0,2,9,0,8,2.1,-1,0,0
Cc1cc(Cl)c2oc(C(=O)NCCN3CCCCC3CO)c(C)c2c1 (stereo unspecified),-4,-1,3,6,-4,2.7,-6,-3,-32
CCOC(=O)Nc1cccc(NC(=O)c2cc(OC)cc(OC)c2)c1,2,11,-11,-4,1,0.3,23,3,0
CCOC(=O)COc1ccc(S(=O)(=O)NCc2ccco2)cc1,2,4,-1,4,-2,-2.5,1,-3,2
CCCc1cc(C(=O)Cc2nc3ccccc3s2)c(O)cc1O,1,2,-13,3,-7,2.1,9,3,-17
COc1cccc(C(=O)NC(=S)N2c3ccccc3CC2C)c1OC (stereo unspecified),-5,-1,2,15,-7,1.7,10,-1,19
CCN(CC)CCn1c2c(c(SCC(=O)Nc3ccc(C(C)C)cc3)nc1=O)CCCC2,-8,1,-6,2,14,-0.6,15,-2,-17
CCOC(=O)c1ccc(-c2ccc3c(=O)c4ccccc4n(C)c3c2)cc1F,2,7,-4,0,9,1.1,2,1,6
O=C(O)/C=C/C(=O)Nc1ccc(O)cc1,1,-2,-1,14,3,1.6,8,-6,-10
Cc1ccccc1CSCC(=O)N1CCN(c2ccccc2)CC1,-1,9,6,9,1,-0.3,12,-8,3

# Entries of single compounds, looked up by structure.
# Shown for COc1ccc2sc(-c3ccccc3OC)c(C#Cc3cncn3C)c2c1 : CHRM5 agonist: -3; TAAR1 ag: 6; CRFBP-R2 block: -17; M5 antag: -9; M4 PAM: 2; CRFR2-BP ag: 0.8; M1 PAM parental: 8; M5 PAM: -5; TAAR1 antagonist: -1
# Shown for Cc1cc2c3c(c1C)C1(C(=O)N3C(C)(C)CC2C)C(C#N)=C(N)Oc2n[nH]c(C)c21 (stereo unspecified) : CHRM5 agonist: 0; TAAR1 ag: 7; CRFBP-R2 block: -3; M5 antag: 2; M4 PAM: 25; CRFR2-BP ag: -1.1; M1 PAM parental: 20; M5 PAM: 7; TAAR1 antagonist: 14
# Shown for COc1cc(C)c(S(=O)(=O)N2CCOCC2)cc1C : CHRM5 agonist: 0; TAAR1 ag: 12; CRFBP-R2 block: -5; M5 antag: 3; M4 PAM: 8; CRFR2-BP ag: -0.4; M1 PAM parental: 12; M5 PAM: -3; TAAR1 antagonist: -20

# (continued)
SMILES,CHRM5 agonist,TAAR1 ag,CRFBP-R2 block,M5 antag,M4 PAM,CRFR2-BP ag,M1 PAM parental,M5 PAM,TAAR1 antagonist
CN1C/C(=C/c2cccs2)C(=O)/C(=C\c2cccs2)C1,-4,0,-16,7,3,0.6,16,0,-4
COc1cccc(/C=N/Nc2ncnc3c2[nH]c2ccc(C)cc23)c1OC,-1,2,-6,8,-6,-2.6,-11,-5,46
C=CCNC(=O)c1ccc(C)c(Br)c1,-1,4,13,1,1,-1.6,0,1,-3
O=C(CCN1C(=O)c2ccccc2S1(=O)=O)Nc1ccccc1F,-1,2,9,-2,3,1.1,-10,2,-15
Cc1cc(C)c(S(=O)(=O)N(C)CC(=O)N2CCCCC2)c(C)c1,-1,5,-4,-3,1,-1.0,12,1,-13
Oc1ccccc1C=NN1CCCCCC1,7,6,-8,9,-2,-2.3,-16,0,2
O=[N+]([O-])c1ccc(OC/C=C2\Oc3ccc([N+](=O)[O-])cc3C2N2CCOCC2)cc1 (stereo unspecified),-6,3,20,4,-4,-0.4,12,-4,10
CC1(C)CCCC(C)(C)N1CC(O)COCCOc1ccc(Br)cc1 (stereo unspecified),-8,3,8,14,-12,-0.8,10,-6,-11
CCOc1nc(NC(=O)NC(=O)c2ccccc2)nc(-c2ccccc2)n1,0,1,-18,-8,0,-1.5,19,1,11
CCOCC(=O)Nc1cc(C(=O)Nc2ccccc2)ccc1Cl,-1,-3,-6,-5,0,-0.2,0,-2,3
O=C1CCc2cc(S(=O)(=O)NC(Cc3ccccc3)C(=O)NCC3CCCO3)ccc2N1 (stereo unspecified),1,1,-14,-4,1,-0.4,9,-4,-3
CCC(C)(C)NC(=O)CN(Cc1ccc(F)cc1)C(=O)CCC(=O)Nc1ccccn1,-1,7,3,12,0,-1.3,8,-2,-8
Cc1ccc(-n2nc3c(N4CCC(C(=O)NCc5cccc(F)c5)CC4)nnc(C)c3c2C)cc1,-8,x,7,13,1,-0.7,-9,-4,x
CCOc1ccccc1NC(=O)CCn1ccnc1,-4,0,8,1,8,4.2,6,4,-11
C[C@H]1CN([C@@H](C)CO)C(=O)CCCn2cc(nn2)CO[C@@H]1CN(C)S(=O)(=O)c1cccs1,1,2,6,3,2,0.1,-4,-2,-14
CC(C)=C[C@H]1C[C@H](C)[C@H]2CC[C@H](C)c3c(O[C@@H]4O[C@@H](C)[C@@H](O)[C@@H](O)[C@@H]4O)c(O)c(C)c1c32,4,2,x,-5,6,x,6,2,-31
CCCCn1c(SCC(=O)NC2CC(C)(C)NC(C)(C)C2)nc2cc(S(N)(=O)=O)ccc21,1,2,0,4,8,0.8,4,9,-5
Cc1ccc(NC(=O)CCNS(=O)(=O)c2ccc3c(c2)CCC(=O)N3)c(Br)c1,7,5,1,4,-2,-5.6,14,-8,-36
